Screens as filed in PubChem BioAssay.
CXCR6 block = inhibitors of human CXCR6 receptor. inhibition, % at 20 µM. O00574. 360,000 compounds, 0.36% hits. AID 602244. CHO-K1 PathHunter CXCR6 beta-arrestin, luminescence; in the data active = inhibition above about 34%, passing the limit was not always enough;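 note: antagonist mode with CXCL16 agonist at 10 nM final; 0% = 10 nM CXCL16 with DMSO and 100% = unstimulated wells without agonist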
CCR6 antagonist = CCR6 (human) receptor antagonism. CHO-K1 CCR6 PathHunter beta-arrestin, luminescence, CCL20-stimulated. inhibition, % at 20 µM. 340,000 compounds, 0.49% hits. AID 493098;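 active = compounds whose inhibition of the agonist-driven luminescence signal at 20 µM reaches about 50%, limit read from the data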;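 note: cells stimulated with CCL20 at 14 nM final; plate controls were DMSO with CCL20 for no effect and DMSO without agonist for full effect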
EBI2 antag = blocks human EBI2 receptor beta-arrestin signaling; 360,000 compounds, 0.81% hits; EBI2 beta-arrestin recruitment, luminescence, 7a,25-OHC stimulated; inhibition, % at 5 µM; P32249; in the data active = inhibition above about 38%;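 note: enzyme fragment complementation signal reports receptor beta-arrestin coupling in cells; 0% = agonist plus DMSO wells and 100% = wells without agonist; some results beyond the cut were filed as inactive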
Target sequence (P32249 whole entry, looked up, the tested form may be a part): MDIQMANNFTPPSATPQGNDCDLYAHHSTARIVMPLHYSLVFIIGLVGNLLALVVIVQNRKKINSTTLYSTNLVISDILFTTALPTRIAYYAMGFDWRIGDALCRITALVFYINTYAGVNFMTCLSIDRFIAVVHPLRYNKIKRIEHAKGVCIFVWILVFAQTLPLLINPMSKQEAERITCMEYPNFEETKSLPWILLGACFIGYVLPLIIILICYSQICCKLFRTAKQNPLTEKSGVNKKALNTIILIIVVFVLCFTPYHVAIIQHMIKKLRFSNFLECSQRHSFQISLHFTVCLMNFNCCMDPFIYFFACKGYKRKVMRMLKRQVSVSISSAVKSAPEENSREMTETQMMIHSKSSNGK
APJ antag = APJ receptor antagonism; CHO-K1 APJ beta-arrestin complementation, luminescence; inhibition, % at 20 µM; 330,000 compounds, 0.32% hits; AID 2521;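 active = inhibition above about 40% at 20 µM, limit read from the data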;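 note: cells challenged with 10 nM apelin-13 agonist together with compound; plate controls were apelin-13 plus DMSO wells for no effect and DMSO wells lacking apelin-13 for full effect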
UBC13 polyUb = inhibitors of human UBC13 polyubiquitin chain formation; P61088; TR-FRET; inhibition, % at 20 µM; 330,000 compounds, 0.47% hits; AID 485273; in the data active = inhibition above about 45%, passing the limit was not always enough
Target sequence (P61088 whole entry, looked up): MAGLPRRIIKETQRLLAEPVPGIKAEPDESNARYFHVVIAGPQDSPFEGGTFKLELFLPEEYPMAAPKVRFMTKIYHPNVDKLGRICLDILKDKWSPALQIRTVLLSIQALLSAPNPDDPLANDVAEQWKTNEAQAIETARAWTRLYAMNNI
Gli-Sufu antag = blocks Gli-Sufu signaling in a luciferase reporter; Sufu-KO-LIGHT fibroblasts, Gli luciferase reporter luminescence; inhibition, % at 5 µM; 340,000 compounds, 0.74% hits; AID 588413;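 active = inhibition above about 55%, limit read from the data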;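 note: 0% = DMSO-treated cells and 100% = wells with medium but no cells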
ATG4B inh = blocks human ATG4B protease cleavage of LC3 substrate; inhibition, % at 8.33 µM; AID 504462; 340,000 compounds, 0.51% hits; Q9Y4P1; ATG4B cleavage of LC3-PLA2, NBD-HPC fluorescence, 1 h; in the data active = inhibition above about 40%
Target sequence (Q9Y4P1 whole entry, looked up): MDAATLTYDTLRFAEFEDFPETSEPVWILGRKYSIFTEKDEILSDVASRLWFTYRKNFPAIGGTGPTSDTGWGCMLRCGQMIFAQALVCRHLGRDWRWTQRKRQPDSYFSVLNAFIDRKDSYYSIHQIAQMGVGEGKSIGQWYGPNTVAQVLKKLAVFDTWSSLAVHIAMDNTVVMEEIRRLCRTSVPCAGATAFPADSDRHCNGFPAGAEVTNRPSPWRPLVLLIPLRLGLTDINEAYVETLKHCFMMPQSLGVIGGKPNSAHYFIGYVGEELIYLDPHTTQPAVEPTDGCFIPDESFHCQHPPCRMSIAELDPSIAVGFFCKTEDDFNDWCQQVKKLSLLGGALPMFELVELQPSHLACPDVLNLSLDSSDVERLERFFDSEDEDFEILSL
APJ ag = APJ receptor agonism; P35414; CHO-K1 APJ PathHunter beta-arrestin, luminescence; 0% DMSO wells, 100% apelin; activation, % at 20 µM; 330,000 compounds, 0.11% hits; AID 2520;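 active = activation more than six SD over the plate average, tested at 20 µM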;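 note: 0% = DMSO alone and 100% = apelin-13 at 10 nM; some results filed as inactive read as strong as hits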
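Assay system – PathHunter CHO-K1 APJ (AGTRL-1) beta-arrestin reporter cells · Compound – one dose, 20 µM compound, 1% DMSO · Timing – compound 90 min 25 °C, reagent 1 h · Measured by – luminescence from split beta-galactosidase complementation, Galacton Star/Emerald II substrate · Measure – beta-arrestin recruitment to APJ as agonist activity, luminescent signal · Benchmarks – DMSO vs Apelin-13 10 nM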
* hit, by the source's call; . = not tested or not shown. Random draw from the library; 3% or so of the library scored in one or more.

SMILES	CXCR6 block	CCR6 antagonist	EBI2 antag	APJ antag	UBC13 polyUb	Gli-Sufu antag	ATG4B inh	APJ ag
COc1ccccc1OCC(=O)N/N=C1\CCc2ccccc21	-2	0	-8	0	0	14	5	-3
COc1ccc(C(=O)N/C(=C\c2ccco2)C(=O)NCc2cccnc2)cc1	-6	8	1	3	-10	-2	-4	-4
Cc1ccc(CCC(=O)Nc2ccc([N+](=O)[O-])cc2)o1	-10	2	2	-14	-9	.	2	1
O=C1CC(C(=O)Nc2ccccc2)C2(CCCCC2)O1 (stereo unspecified)	-1	-10	-6	6	4	0	8	-2
CNC(=O)c1ccccc1-c1cn(C)c2ccccc2c1=O	-1	-17	2	8	18	-3	1	-3
Cc1nn(C)c(C)c1CCC(=O)O	-1	6	-17	4	-2	-8	2	-3
CCOC(=O)N1CCN(C(=O)c2c(-c3c(Cl)cccc3Cl)noc2C)CC1	0	-11	-11	8	-5	-25	2	-1
Cc1nn(C)c(Oc2cccc(C(F)(F)F)c2)c1C=O	2	-18	-11	-4	-5	6	2	-3
ON=C1c2ccccc2-c2cc(Br)ccc21	-18	-20	6	.	.	-9	15	.
Cc1cc(N/N=C/c2ccc(O)cc2)nc(NS(=O)(=O)c2ccccc2)n1	-8	11	-7	-10	6	12	-3	1
CC1CCN(CC(=O)Nc2ccc3c(c2)OCO3)CC1	-5	-2	-5	12	2	-9	-2	-6
Cc1ccc(N2CC(C(=O)OCC(=O)c3c(N)n(CC(C)C)c(=O)n(C)c3=O)CC2=O)cc1 (stereo unspecified)	0	3	-9	6	-3	-9	-1	3
COc1ccc(OC)c(S(=O)(=O)N2CCC(C(=O)NCc3cccnc3)CC2)c1	-4	12	-14	-15	-3	4	3	0
COc1ccc(CC(=O)Nc2ccc(-c3ccc4nnc(C)n4n3)cc2)cc1OC	8	6	10	-10	-10	17	-15	2
O=C(CSc1ncc(C(F)(F)F)cc1Cl)N1CCNC1=O	-3	0	-3	1	0	-4	2	-3
COc1ccc(N/C=C/C(=O)c2sc(-c3ccccc3)nc2C)cc1	9	30	24	-1	-40	3	5	-3
CCNC(=S)N1CCN(CC(=O)Nc2ccc(Br)cc2)CC1	6	-14	10	3	5	11	-1	2
O=C(COC(=O)c1cccnc1Nc1ccccc1F)NC1CC1	-7	5	-1	17	-5	-5	25	-2
Cc1cc(C(=O)CCl)c(C)n1CCc1ccc(F)cc1	-13	-9	0	-2	9	-3	6	2
CCN(CC)CCCNC(=O)c1ccc2c(=O)n(Cc3ccc4c(c3)OCO4)c(=S)[nH]c2c1	13	23	3	-12	22	8	3	-2
COc1cccc(C(=O)OC(C)C(=O)Nc2ccc3c(c2)OCO3)c1 (stereo unspecified)	3	-1	-4	-16	-12	7	2	-4
Cc1ccc(-c2nnc(NC3CCCC3)s2)cc1	2	-7	7	-22	-1	-89	4	-1
Cc1ccc(-c2nnc(SCC(=O)N/N=C/c3c(C)nn(-c4ccccc4)c3C)n2-c2ccc(C)cc2)cc1	14	1	13	7	-11	16	-7	0
CCn1nnc(NC(=O)c2c(OC)cccc2OC)n1	7	3	-2	-2	-4	-11	4	-2
CC(=O)Nc1ccccc1NS(=O)(=O)c1cccc([N+](=O)[O-])c1	6	4	6	-19	-2	1	-4	-2
COc1ccc2[nH]c(=O)c(CN(CCO)S(=O)(=O)c3c(C)ccc4nsnc34)cc2c1	-3	10	1	5	4	3	1	-2
O=C(Nn1c(-c2ccc(Br)cc2)nc2ccccc2c1=O)c1ccncc1	-2	6	-7	3	1	3	-2	-2
CC(C)(C)c1ccc(C(=O)Nc2nnc(C3=COCCO3)o2)cc1	1	28	2	10	-10	-5	-3	-8
Cc1ccccc1CS(=O)(=O)c1snnc1C	1	-2	-5	3	-5	13	4	-4
C[C@H](CO)N1C[C@H](C)[C@@H](CN(C)S(=O)(=O)c2ccccc2)Oc2c(NC(=O)Nc3ccccc3)cccc2C1=O	8	8	-10	12	1	10	.	-2
COc1ccc2nc(C)cc(SCC(=O)NNC(=O)COc3cccc4ccccc34)c2c1	-16	6	33	4	-10	3	-24	1
CCC(CO)Nc1ccc(-c2n[nH]c(=O)c3ccccc23)cc1[N+](=O)[O-] (stereo unspecified)	4	13	9	19	-81	-23	0	-3
O=C(/C=C/c1ccccc1)N(Cc1cccs1)C1CCS(=O)(=O)C1 (stereo unspecified)	-1	3	6	-8	-8	0	-3	-1
Cc1nc(-c2ccccc2)sc1-c1n[nH]c(=S)n1C	-2	21	2	15	0	6	0	-3
CCCn1c(CNC(=O)c2cccs2)nc2ccccc21	-1	2	-2	-6	7	-2	-2	0
C=CCNC(=O)COc1ccc(Br)cc1Cl	-3	13	0	2	1	-50	-5	-4
CCCn1c(=O)c(C(=O)Nc2ccccc2C)c(O)c2ccccc21	-14	2	-18	-1	-2	-17	-7	0
O=c1oc2ccccc2n1Cc1cccc(C(F)(F)F)c1	2	4	0	6	-5	-6	4	1
Cc1ccc(S(=O)(=O)NN=C2C3CC4CC(C3)CC2C4)cc1[N+](=O)[O-]	5	21	-13	-1	-10	4	-3	0
COc1ccc(NC(=O)COC(=O)CNC(=O)COc2ccccc2)cc1OC	-2	6	-6	-39	-13	-13	-9	1
O=S(=O)(c1ccccc1)N1CCSC1c1ccco1 (stereo unspecified)	6	9	-5	.	.	4	-3	.
Cn1cc(SCC(N)=O)c2ccccc21	-3	6	2	-10	0	5	-11	4
Cc1ccc(NC(=S)N/N=C/c2c(C)[nH]c3ccccc23)cc1	-3	-22	12	-1	23	3	-3	1
N#CCCN1CCN(Cc2cc(-c3ccccc3)ccc2O)CC1	-3	-1	-5	10	5	11	-14	-4
COc1cccc(OCc2nc3ccccc3[nH]2)c1	3	8	-5	-2	5	-59	5	-3
Cc1cc(C)n(-c2ccc3nncn3n2)n1	-10	-7	-1	5	-5	-3	-4	-1
O=C(Nc1ccc(Br)cc1F)c1cccnc1	-9	5	-11	17	1	-15	-10	-4
O=C(COc1ccccc1)Nc1nc(-c2cccnc2)cs1	-4	9	5	0	-5	-3	-8	0
CN(C)CCNC(=O)c1cc2c(=O)n(C)c3ccccc3c2n1C	-8	6	-7	-60	25	-6	-6	0
Cc1ccc(/C(N)=N/OC(=O)c2ccc3ccccc3c2)cc1	-12	-16	-9	-99	-10	-33	-8	19
Next part
SMILES	CXCR6 block	CCR6 antagonist	EBI2 antag	APJ antag	UBC13 polyUb	Gli-Sufu antag	ATG4B inh	APJ ag
O=C(O)c1ccccc1Nc1ccc([N+](=O)[O-])cc1C(=O)O	13	27	3	-12	-17	2	-2	-2
CC(C)C(=O)N1CCN(c2ccccc2NC(=O)c2cc([N+](=O)[O-])ccc2N2CCOCC2)CC1	2	7	3	-9	-12	2	-7	-1
O=C(C[n+]1ccccc1)Nc1ccccc1[N+](=O)[O-]	-3	-9	6	-21	-2	-8	-2	1
CCOC(=O)c1cc(C(=O)NN)c(=O)[nH]c1C	2	4	-10	13	5	35	12	-3
O=C(C1=C(O)C(=O)N(CCN2CCOCC2)C1c1ccccc1)c1cccs1 (stereo unspecified)	6	8	4	-7	-8	4	-6	-6
Cc1ccc(S(=O)(=O)N(CC(O)CN2CCCCC2)c2ccccc2)cc1 (stereo unspecified)	-1	13	-6	7	15	58*	7	-2
COc1ccc(C(=O)NC(=S)Nc2ccc(S(=O)(=O)Nc3cc(OC)nc(OC)n3)cc2)cc1	17	29	8	1	-17	-11	-4	-3
COC(=O)c1ccc(CSc2nc3c(cnn3-c3ccc(F)cc3)c(=O)[nH]2)o1	-5	-11	-2	-2	-1	-2	5	-1
COC(=O)C(CSCc1ccccc1)NC(=O)CSc1nc(C)cc(=O)[nH]1 (stereo unspecified)	4	-17	-6	-1	6	7	-2	-4
Cc1ccccc1C(=O)N[C@H](C(=O)OCC(=O)c1ccc[nH]1)C(C)C	-3	-4	-20	3	-1	-8	5	-3
COc1ccccc1C(=O)C1CCCN(C(=O)CN2CCCCC2=O)C1 (stereo unspecified)	0	2	11	5	-13	0	-6	-5
COc1cc(NC(=O)c2ccc(C)cc2)c(OC)cc1NC(=O)CN1CCCCC1	5	15	14	11	9	-5	2	-2
c1ccc(CNC2CC3CCC2C3)cc1 (stereo unspecified)	-1	5	-9	.	.	9	-3	.
CC(C)CCC(O)(c1ccccc1)C(CN1CCOCC1)c1ccccc1 (stereo unspecified)	6	19	20	18	3	-28	11	-2
CCn1c(SCC(=O)NNC(=O)c2ccc(OC)cc2)nnc1-c1ccco1	2	3	70*	-35	0	2	-4	-1
COc1ccc(CNC(=O)c2sccc2C)cc1	-6	8	3	-25	-5	14	-2	-1
Cn1nc(C(F)(F)F)c(/C=N/OC(=O)c2ccccc2)c1Cl	6	12	-2	3	-3	4	12	-1
O=C(N/N=C/C=C\c1ccccc1)c1cnccn1	-1	0	-3	1	-14	-3	-2	-2
Fc1ccccc1/C=N/n1c(-c2cccnc2)n[nH]c1=S	-9	4	9	3	3	3	5	-2
CCCCCCCCNCCS(=O)(=O)NCc1ccccc1	2	15	-10	.	.	20	.	.

Full records from above. Values in the order: CXCR6 block | CCR6 antagonist | EBI2 antag | APJ antag | UBC13 polyUb | Gli-Sufu antag | ATG4B inh | APJ ag
COc1ccc(CNC(=O)c2sccc2C)cc1 is listed with -6 | 8 | 3 | -25 | -5 | 14 | -2 | -1
Fc1ccccc1/C=N/n1c(-c2cccnc2)n[nH]c1=S is listed with -9 | 4 | 9 | 3 | 3 | 3 | 5 | -2
O=C(N/N=C/C=C\c1ccccc1)c1cnccn1 is listed with -1 | 0 | -3 | 1 | -14 | -3 | -2 | -2
COc1ccccc1C(=O)C1CCCN(C(=O)CN2CCCCC2=O)C1 (stereo unspecified) is listed with 0 | 2 | 11 | 5 | -13 | 0 | -6 | -5
CC(C)CCC(O)(c1ccccc1)C(CN1CCOCC1)c1ccccc1 (stereo unspecified) is listed with 6 | 19 | 20 | 18 | 3 | -28 | 11 | -2

(next part)
SMILES	CXCR6 block	CCR6 antagonist	EBI2 antag	APJ antag	UBC13 polyUb	Gli-Sufu antag	ATG4B inh	APJ ag
O=C(NCc1ccc(Cl)cc1)c1noc2c1CCCCC2	-3	4	0	-5	-14	37	7	1
CC1CN(C(=O)c2ccccc2)c2ccccc2NC1=O (stereo unspecified)	-11	-3	-5	1	-4	-4	-7	-1
CSc1nnc(CCCCCCCCc2nnc(SC)o2)o1	1	6	-8	-12	0	7	-1	-3
COc1ccccc1C(=O)NC(=S)Nc1ccc(N2CCN(C(=O)c3ccco3)CC2)cc1	1	10	-5	2	6	33	3	0
CCOc1ccc(C(CC(=O)O)NC(=O)COc2ccccc2OC)cc1OC (stereo unspecified)	-11	4	6	23	-5	-1	-6	-1
Cc1ccc(C(=O)c2cc3ccccc3o2)cc1[N+](=O)[O-]	4	7	18	17	-3	-35	5	-6
FC(F)(F)c1cccc(NC(=S)N2CCN(c3cccc(C(F)(F)F)c3)CC2)c1	7	-4	-1	-5	-5	4	-5	1
O=C(COc1ccc2ccccc2c1)NNC(=O)Nc1ccccc1F	-3	-9	6	15	-9	-5	4	0
CC(C)(C)OC(=O)NCC(=O)Oc1cc2oc(=O)cc(-c3ccccc3)c2cc1Cl	2	-15	0	-2	4	-9	7	9
O=C(CSc1nnc(COc2cccc3ccccc23)o1)N1c2ccccc2CCc2ccccc21	-4	2	16	-22	-12	32	-16	-2
Cc1ccc(NC(=O)C2CC(=O)N(C(C)C)C2)cc1C (stereo unspecified)	6	-3	1	9	-6	-31	-6	3
CCc1ccc(N(C(=O)c2csnn2)C(C(=O)NC2CCCCC2)c2cccnc2)cc1 (stereo unspecified)	4	18	9	8	-4	.	6	-2
N#Cc1nc(-c2ccccc2Cl)oc1NCc1ccco1	3	5	5	-7	3	-12	7	3
COC(=O)Cc1c(O)ccn(CCc2ccc(S(N)(=O)=O)cc2)c1=O	1	-2	-6	0	5	2	4	-3
